SENP7 inh – SENP7 protease inhibition | inhibition, % at 5 µM | 330,000 compounds, 1.5% hits | recombinant SENP7, Z-RLRGG-aminoluciferin luminescence, 40 min | AID 434973;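 active = inhibition above about 50% at the single test dose, limit read from the data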;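 also: plate controls were DMSO with enzyme for no effect and no enzyme buffer wells for full effect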
ATG4B inhibitor – ATG4B (human) cysteine protease inhibition | Q9Y4P1 | ATG4B cleavage of LC3-PLA2, NBD-HPC fluorescence, 1 h | inhibition, % at 8.33 µM | 340,000 compounds, 0.51% hits; in the data active = inhibition above about 40%
SENP6 inh – blocks the human protease SENP6; Q9GZR1; Recombinant SENP6 catalytic domain, aminoluciferin luminescence; inhibition, % at 10 µM; 330,000 compounds, 1.8% hits; AID 2599;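 active = inhibition above about 50% at the single tested dose, limit read from the data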;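 also: plate controls were DMSO wells with enzyme for no effect and DMSO wells lacking enzyme for full effect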
MPTP block – blocks calcium-induced mitochondrial swelling; isolated mouse mitochondria, Ca2+ swelling absorbance, 30 min; inhibition, % at 10 µM; 360,000 compounds, 1.4% hits;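 active = inhibition of 50% or more, scaled per plate between neutral and stimulator controls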;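 also: 0% = DMSO wells given calcium and 100% = 1 mM EGTA wells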
HKDC1 inh – blocks human hexokinase HKDC1 activity. Q2TB90. recombinant HKDC1, G6PDH/diaphorase resazurin coupled fluorescence. inhibition, % at 20 µM. 340,000 compounds, 0.16% hits. AID 493160;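 active = inhibition above about 35% when tested at 20 µM, limit read from the data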;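 also: plate controls were DMSO wells with enzyme for no effect and DMSO wells lacking enzyme for full effect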
Target sequence (Q2TB90 whole entry, looked up): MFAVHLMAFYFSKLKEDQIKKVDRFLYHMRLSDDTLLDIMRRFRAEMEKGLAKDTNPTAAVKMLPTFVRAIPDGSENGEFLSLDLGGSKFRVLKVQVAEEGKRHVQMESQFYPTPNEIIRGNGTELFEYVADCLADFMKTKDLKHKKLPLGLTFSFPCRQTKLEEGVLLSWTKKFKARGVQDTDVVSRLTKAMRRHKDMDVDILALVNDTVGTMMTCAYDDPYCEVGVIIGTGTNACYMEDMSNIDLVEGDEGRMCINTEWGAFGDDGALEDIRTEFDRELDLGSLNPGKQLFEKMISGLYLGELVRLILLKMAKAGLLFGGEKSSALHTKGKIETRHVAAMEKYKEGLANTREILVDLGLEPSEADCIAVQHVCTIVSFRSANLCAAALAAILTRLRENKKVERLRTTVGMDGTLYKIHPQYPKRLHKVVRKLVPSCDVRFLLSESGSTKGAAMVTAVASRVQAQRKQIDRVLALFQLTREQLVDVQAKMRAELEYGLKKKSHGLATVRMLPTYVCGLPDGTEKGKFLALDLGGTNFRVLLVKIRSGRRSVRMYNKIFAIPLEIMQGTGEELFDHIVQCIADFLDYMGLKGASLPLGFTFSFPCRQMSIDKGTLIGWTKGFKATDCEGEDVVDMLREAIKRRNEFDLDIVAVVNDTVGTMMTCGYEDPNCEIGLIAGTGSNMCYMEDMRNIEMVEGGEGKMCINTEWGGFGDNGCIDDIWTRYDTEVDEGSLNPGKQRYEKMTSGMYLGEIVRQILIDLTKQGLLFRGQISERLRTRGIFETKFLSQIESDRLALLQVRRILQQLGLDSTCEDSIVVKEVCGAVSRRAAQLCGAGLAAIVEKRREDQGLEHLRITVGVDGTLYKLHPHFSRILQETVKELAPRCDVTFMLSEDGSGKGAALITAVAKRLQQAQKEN
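System: Recombinant HKDC1 hexokinase | Amount: HKDC1 at 5 µg/mL | Reagent: Glucose with 1 mM ATP | Doses: Single 20 µM dose | Incubation: Reaction time 90 min, room temperature, protected from light | Signal: Coupled resazurin fluorescence, excitation 525 nm, emission 613 nm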
PfG6PD inh – PfG6PD (Plasmodium falciparum) enzyme inhibition; PfGluPho enzyme, NADPH resazurin-diaphorase fluorescence; inhibition, % at 20 µM; 350,000 compounds, 0.78% hits;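 active = inhibition reaching at least a set limit at 20 µM in the primary screen, cut at about 59% in these data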;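 also: 0% = DMSO wells with substrate and 100% = DMSO wells lacking glucose-6-phosphate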
SENP8 inh – blocks human SENP8 cleavage of Nedd8 substrate; 360,000 compounds, 0.64% hits; recombinant SENP8, Nedd8 substrate fluorescence; inhibition, % at 20 µM; Q96LD8; AID 602440; in the data active = inhibition mostly above about 40%, no sharp cut-off; inactive = mostly below about 27%
GRIN3A LBD mod – modulators (binders) of human NR3A ligand-binding domain; NR3A LBD differential scanning fluorimetry, Tm shift; 0% = protein alone, 100% = glycine-bound protein; Tm shift relative to glycine control, % at 25 µM; 340,000 compounds, 2.5% hits; AID 1259313;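 active = melting temperature shift of at least 10% of the positive control shift, at one fixed dose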
Starred values were filed as active, the others as inactive; x = not tested or not shown.

Screens in order: HKDC1 inh	SENP6 inh	SENP8 inh	ATG4B inhibitor	SENP7 inh	MPTP block	GRIN3A LBD mod	PfG6PD inh
(1) Cc1ccc(C)c(CN2CCCN(Cc3cc(C)ccc3C)S2(=O)=O)c1
    6	5	14	-1	2	-1.0	1	1
(2) NC(=O)C1CCN(CC(=O)Nc2ccc(S(=O)(=O)N3CCOCC3)cc2)CC1
    -9	-17	10	-4	-2	1.5	-1	-12
(3) CCOC(=O)c1ccccc1OCc1cc(/C=N/NC(=O)c2cccnc2)ccc1OC
    0	-13	-28	-24	14	4.1	-3	-5
(4) Cc1nc(-c2ccc(F)cc2)c(CC(=O)N(C)CC(=O)Nc2ccccc2Br)s1
    -2	3	0	-3	-1	0.0	1	-6
(5) C/C(=N\Nc1ccccc1C)c1cccnc1
    -2	-32	11	-1	-3	-1.1	2	20
(6) CC1CC(C)CN(c2ncc3c(n2)CC(c2ccccc2)CC3=O)C1 (stereo unspecified)
    11	-8	-77	1	2	-7.3	1	4
(7) COC(=O)C1=C(C)N(C)C(=O)NC1c1ccc(O)c(OC)c1 (stereo unspecified)
    0	-9	16	-4	12	-1.6	-1	-3
(8) CCN(CC)S(=O)(=O)c1cccc(C(=O)N/N=C/c2ccc(N3CCOCC3)cc2)c1
    -5	0	-158	-9	5	-1.4	-2	-6
(9) COc1ccc(NC(=O)c2cc(F)cc(F)c2)cc1Cl
    -2	13	5	-9	24	16	4	0
(10) CCOc1ccc(OCCC(=O)OC(C)C(=O)Nc2ccc(Cl)cn2)cc1 (stereo unspecified)
    7	18	-48	0	7	0.1	1	13
(11) COc1ccc(S(=O)(=O)N(C)c2ccc(C(=O)NCC3CCCO3)cc2)cc1OC (stereo unspecified)
    -1	1	12	-3	9	0.2	1	5
(12) Cc1ccc(NS(=O)(=O)c2ccccc2F)cc1S(=O)(=O)N1CCCCCC1
    0	-1	14	-9	-3	-0.7	-4	-23
(13) Cc1ccc(NC(=O)CCc2c(C)nn(-c3ccc(N4CCOCC4)nn3)c2C)c(C)c1
    5	15	-2	8	1	-0.8	-1	-4
(14) COc1ccc(CC(=O)OCC(=O)Nc2ccc(F)cc2)cc1
    -1	8	0	-4	-2	-0.4	1	4
(15) COc1ccccc1NC(=O)CNC(=O)c1ccccc1
    -1	-29	2	-5	-1	-2.1	-1	-1
(16) COc1ccc(Nc2nc(NCc3ccco3)nc(N/N=C/c3ccccc3Cl)n2)cc1
    -4	0	14	4	0	1.8	1	7
(17) COc1cccc(N(CC(=O)NC2CCCCC2)C(=O)CCC(=O)Nc2nccs2)c1
    -6	1	9	-5	1	-0.4	-2	3
(18) CCCC(CCC)=NNc1ccc(S(=O)(=O)Nc2ccccc2OC)cc1[N+](=O)[O-]
    -3	-8	36	-10	-5	7.1	-12	20
(19) O=C(Nc1ccc(Cl)cn1)C1CCCN1S(=O)(=O)c1ccccc1 (stereo unspecified)
    4	5	18	3	0	0.9	1	-13
(20) COc1ccccc1-n1c(=O)oc2ccc(Cl)cc2c1=O
    0	53*	4	2	12	-4.9	0	61*

2 successive entries from above:
Screens in order: HKDC1 inh	SENP6 inh	SENP8 inh	ATG4B inhibitor	SENP7 inh	MPTP block	GRIN3A LBD mod	PfG6PD inh
(14) COc1ccc(CC(=O)OCC(=O)Nc2ccc(F)cc2)cc1
    -1	8	0	-4	-2	-0.4	1	4
(15) COc1ccccc1NC(=O)CNC(=O)c1ccccc1
    -1	-29	2	-5	-1	-2.1	-1	-1

Continued.
Screens in order: HKDC1 inh	SENP6 inh	SENP8 inh	ATG4B inhibitor	SENP7 inh	MPTP block	GRIN3A LBD mod	PfG6PD inh
(21) COC(=O)[C@@]12CCCN1[C@H](c1ccc(SC3CCCCC3)cc1)[C@H]1C(=O)N(C)C(=O)[C@H]12
    -3	-5	-7	-7	-1	-0.7	2	18
(22) CC1=CCC2C(=O)N(c3ccc(C)c(Br)c3)C(=O)C2C1 (stereo unspecified)
    2	-12	12	-7	-14	-0.1	-2	2
(23) CC(C)Cc1nnc(NC(=O)CCC(=O)NCCc2ccccc2)s1
    -5	2	13	8	-6	-1.1	-1	0
(24) Cc1ccc2nc(SC(C)C(=O)NC3CCCc4ccccc43)[nH]c2c1 (stereo unspecified)
    5	x	17	18	x	9.5	-3	76*
(25) COC1CCCN(C(=O)c2ccc3nc(Cc4cccc(Cl)c4)oc3c2)C1 (stereo unspecified)
    -5	3	9	2	-4	-0.4	0	-9
(26) CCOc1ccc(-n2cnc3c(=O)[nH]c(N)nc32)cc1
    3	-4	13	-5	8	-0.7	2	-5
(27) Cc1ccc(-c2nc(CN3CCN(c4cnccn4)CC3)c(C)o2)o1
    -1	-2	-63	13	-1	-0.5	-1	-14
(28) Cc1ccc(NC(=O)CCc2ccc(C)o2)c(C)c1
    -2	-14	10	2	-13	-2.1	3	-7
(29) COc1ccc(-c2cc(C(F)(F)F)nc(-n3ccnc3)n2)cc1
    4	-4	-412	-6	6	0.3	-1	0
(30) FCCCOc1ccc(/C=N/OCc2ccc(Cl)cc2Cl)cc1
    -2	-7	32	-2	2	1.0	1	7
(31) Cc1c(O)ccc(C(=O)CN2CCN(c3ccccc3)CC2)c1O
    5	-6	-60	6	-7	-0.1	0	-12
(32) Cc1nc(N2CCN(C)CC2)c2sc(=S)n(-c3ccccc3)c2n1
    -2	6	24	5	-3	0.7	2	-3
(33) COc1cccc(/C=C(\C(=O)O)c2ccccc2)c1
    -5	-6	20	-10	-1	8.0	-2	11
(34) O=C(CN1CCc2ccccc2C1)Nc1ccc(F)cc1
    -7	4	21	1	-7	4.9	2	11
(35) Oc1ccc(N2CCN(C(c3ccccn3)c3nnnn3C3CCCC3)CC2)cc1 (stereo unspecified)
    -7	-3	5	-8	-2	0.9	-4	50
(36) COc1cccc(C2C(C(=O)c3cc4cccc(OC)c4o3)=C(O)C(=O)N2c2cc(C)on2)c1OC (stereo unspecified)
    4	-7	-13	-9	19	-0.7	-17	-32
(37) CSc1nc(-c2ccco2)nn1C(=O)c1cccs1
    -5	-8	14	-3	2	-1.2	-4	2
(38) CCOc1ccc(CCNS(=O)(=O)c2ccc3c(c2)NC(=O)CO3)cc1OCC
    -5	36	7	-5	14	-0.4	0	13
(39) CCN(CC)CCNc1ncnc2c1sc1nc(N3CCOCC3)c3c(c12)CCCC3
    19	-7	-304	-4	10	2.5	-5	30
(40) COCCNC(=O)C1(C(F)(F)F)CC(CCCO)CCCO1 (stereo unspecified)
    -7	-6	17	-4	2	-1.6	-1	0

Overlap with the part before: 3 compounds; new compounds follow.
Screens in order: HKDC1 inh	SENP6 inh	SENP8 inh	ATG4B inhibitor	SENP7 inh	MPTP block	GRIN3A LBD mod	PfG6PD inh
(38) CCOc1ccc(CCNS(=O)(=O)c2ccc3c(c2)NC(=O)CO3)cc1OCC
    -5	36	7	-5	14	-0.4	0	13
(39) CCN(CC)CCNc1ncnc2c1sc1nc(N3CCOCC3)c3c(c12)CCCC3
    19	-7	-304	-4	10	2.5	-5	30
(40) COCCNC(=O)C1(C(F)(F)F)CC(CCCO)CCCO1 (stereo unspecified)
    -7	-6	17	-4	2	-1.6	-1	0
(41) CCN(CC)CCNC(=O)C(=O)NCC1OCCN1S(=O)(=O)c1ccc(Cl)cc1 (stereo unspecified)
    -2	-4	19	2	-5	1.3	-2	-4
(42) Cc1csc2c(=O)sc(NC(=O)c3cccs3)nc12
    3	4	-190	-9	-9	15	2	7
(43) NC(=O)C1CCN(CC(O)CSc2ccc(F)cc2)CC1 (stereo unspecified)
    -1	-10	17	-3	5	0.8	-1	13
(44) O=C(CSc1nncn1-c1ccccc1)Nc1ccc(F)cc1F
    -2	-15	1	2	1	-1.9	1	-4
(45) O=C(O)CC1(CC(=O)Nc2ccc(Br)cc2)CCCCC1
    -3	6	15	-1	-5	-0.4	3	4
(46) COc1cc(OC)cc(C(=O)NCC2CCCN(Cc3cccc(C(C)=O)c3)C2)c1 (stereo unspecified)
    -5	15	6	11	-4	0.6	-2	2
(47) CCCCOc1cccc(C2C(C(=O)c3ccc(C)o3)=C(O)C(=O)N2c2nnc(C)s2)c1 (stereo unspecified)
    5	-22	-133	-6	-7	-1.5	1	-23
(48) CCOCC(=O)Nc1ccc(S(=O)(=O)N2CCC(c3nc4ccccc4[nH]3)CC2)cc1
    -4	0	18	-6	6	-2.9	2	5
(49) Cc1ccccc1C(=O)Nc1cccc(NC(=O)c2ccc(-c3ccc(Br)cc3)o2)c1
    -3	-10	-104	9	-7	-11	0	-5
(50) COc1ccc(/C=N/Nc2nccnc2Cl)cc1
    -5	95*	-106	-3	97*	0.3	12*	-4
(51) O=C(C1CCCO1)N1CCN(S(=O)(=O)c2cccc3nsnc23)CC1 (stereo unspecified)
    2	7	32	-8	1	-5.3	0	-15
(52) O=C(Nc1nnc(SCc2ccc(Cl)cc2)s1)c1cnccn1
    -8	-5	-12	9	-2	1.0	-2	-29
(53) CN1C(=O)c2ccc(NC(=O)C3CCCCC3)cc2C1=O
    5	-8	-300	3	-10	-1.4	-2	-20
(54) COc1cc(OC)cc(C(=O)Nc2ccccc2C(=O)N2CCCC2)c1
    -9	-3	21	-10	-3	-1.9	-1	-18
(55) Cc1cc(Br)ccc1NC(=O)c1sc2ncn(CC(=O)N3CCN(c4ccccn4)CC3)c(=O)c2c1C
    -3	-17	3	-3	5	-0.6	7	-7
(56) CC(=NNC(N)=O)C1=C(O)C(C(C)C)NC1=O (stereo unspecified)
    1	x	9	-9	x	-2.2	2	-1
(57) CC(=O)c1cccc(NC(=O)CSc2nnnn2C2CCCC2)c1
    1	-9	-1	-5	-4	-1.9	2	-13

From PubChem
